High-throughput results: PubChem BioAssay, National Center for Advancing Translational Sciences (NCATS)
GLP-1R agonist: GLP-1 receptor (human) agonism; hit rate 0.007% among 380,000; Potency, µM (top dose mostly 45.6 µM), for inactives: at the highest dose activation, actives largely listed as activators; HEK293 GLP-1R CRE-luciferase, luminescence, 4-6 h; cells express a hypersensitive GLP-1R form; P43220; also: % of control where 0% means no effect
Target sequence (P43220 whole entry, looked up): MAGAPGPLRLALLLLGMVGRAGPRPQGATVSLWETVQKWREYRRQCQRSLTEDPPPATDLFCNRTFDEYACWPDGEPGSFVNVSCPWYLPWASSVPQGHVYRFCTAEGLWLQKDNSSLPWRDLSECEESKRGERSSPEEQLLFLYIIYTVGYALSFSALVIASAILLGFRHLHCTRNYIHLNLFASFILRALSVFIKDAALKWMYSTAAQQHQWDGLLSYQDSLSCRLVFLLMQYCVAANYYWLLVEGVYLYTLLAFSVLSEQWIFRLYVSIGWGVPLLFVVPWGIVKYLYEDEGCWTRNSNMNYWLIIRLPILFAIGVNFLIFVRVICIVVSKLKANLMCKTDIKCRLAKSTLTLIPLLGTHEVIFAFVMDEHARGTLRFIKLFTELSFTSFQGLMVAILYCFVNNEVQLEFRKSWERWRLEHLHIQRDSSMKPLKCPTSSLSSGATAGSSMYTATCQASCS
SW480 rereplic: induces DNA re-replication in SW480 colon adenocarcinoma cells; SW480 DNA re-replication, Hoechst DNA content imaging, 48 h; Potency, µM (highest dose often 46.1 µM), for inactives: at the highest dose re-replication activation, usual class: activators; hit rate 1.8% among 340,000; also: % of control where 0% means no effect; nearly all actives have a fitted effect of over 55% in size
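Hoechst fluorescence of nuclei (405 nm excitation, 500-530 nm emission) measured by plate-scanning imager after 48 hr compound exposure at 37 C; re-replication scored as increased number of nuclei with elevated intensity.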
HEK293 tox: cytotoxicity counter-screen for GLP-1 receptor inverse agonists | Potency, µM (top dose mostly 38.3 µM), without a hit: top-dose activity change, negative = inhibition, usual class: inhibitors | HEK293 cAMP-luciferase reporter cells, luminescence, 24 h | AID 624418 | hit rate 0.13% among 410,000;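 also: loss of luciferase light is scored as toxicity; % is scaled to controls: 0 for no effect and ±100 for the full control effect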
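MLSMR compounds, 24 hr on cells at 37 deg C/5% CO2; luminescence after luciferase reagent (12 min RT). Inhibition counted as the undesired cytotoxic outcome.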
KB-3-1 cytotox: kills parental KB-3-1 adenocarcinoma cells; hit rate 1.4% among 400,000; Potency, µM (series often up to 46.1 µM), without a hit: top-dose activity change, negative = cytotoxic, hits mostly cytotoxic; KB-3-1 viability, CellTiter-Glo ATP luminescence, 72 h; also: % is scaled to controls: 0 for no effect and ±100 for the full control effect; nearly all actives have a fitted effect of over 60% in size
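Cytotoxicity measured as CellTiter-Glo luminescence after 72 h at 37 C. Compound titrations were pinned onto drug-naive KB-3-1 parental adenocarcinoma cells grown in DMEM with 10% FBS, and normalized data fitted to concentration-response curves.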
GLP1R inv ag: inverse agonists of human GLP-1 receptor; Potency, µM (series often up to 38.3 µM), for inactives: at the highest dose activity change, negative = inhibition, usual class: inhibitors; HEK293 GLP-1R CRE-luciferase, luminescence, 24 h; GLP-1R form is constitutively active; AID 624417; hit rate 1.6% among 410,000; also: % is scaled to controls: 0 for no effect and ±100 for the full control effect; nearly all actives have a fitted effect of over 55% in size
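Readout was luciferase luminescence, measured 12 min after detection reagent at room temperature. Beforehand, GLP-1R reporter HEK293 cells had sat 12 h, then received compounds for 24 hr at 37 deg C.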
TDP43 rescue: rescues yeast growth from TDP-43 toxicity | TDP-43 expressing yeast growth rescue, BacTiter-Glo, 24 h | Potency, µM (doses to about 46.1 µM), inactives show top-dose growth rescue (activation), actives largely listed as activators | hit rate 1.8% among 410,000; also: % of control where 0% means no effect; nearly all actives have a fitted effect of over 50% in size
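Yeast expressing TDP-43 (pregrown in raffinose, seeded at OD600=0.02 in galactose medium) exposed to compounds 24 hr at 30 deg C. Growth read by BacTiter-Glo luminescence; rescue of toxicity appears as increased signal.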
HT1080 IDH1KD tx: toxicity to HT-1080 IDH1 knockdown cells (counter line); HT-1080 IDH1 knockdown viability, ATP luminescence, 48 h; Potency, µM (titrated, usually from 46.1 µM), without a hit: at the highest dose activity, negative = toxicity, actives largely listed as cytotoxic; hit rate 2% among 360,000;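 also: 0% = DMSO wells and -100% = cell-free medium wells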
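HT-1080-IDH1KD cells (IDH1 knocked down), 750/well in RPMI with 5% FBS, treated with compound 48 h at 37 degrees C. Viability by CellTiter-Glo luminescence, normalised to DMSO and no-cell wells; concentration-response curves classed.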
KB-V1 MDR tox: kills drug-selected multidrug resistant KB-V1 cells; AID 1347076; KB-V1 MDR cells viability, CellTiter-Glo, 72 h; Potency, µM (series often up to 46.1 µM), without a hit: at the highest dose activity change, negative = cytotoxicity, most hits filed as cytotoxic; hit rate 3.4% among 400,000; also: % is scaled to controls: 0 for no effect and ±100 for the full control effect; nearly all actives have a fitted effect of over 60% in size
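Readout: CellTiter-Glo luminescence, 10 min after addition. Cells: KB-V1 MDR subline, 72 h at 37 degrees C with compound. Analysis: corrected, normalized data fitted to concentration-effect curves.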
HT1080NT lethal: kills 2HG-producing HT-1080-NT fibrosarcoma cells; Potency, µM (highest dose often 46.1 µM), for inactives: at the highest dose activity, negative = less viability, most hits filed as cytotoxic; hit rate 1.6% among 360,000; HT-1080-NT fibrosarcoma viability, CellTiter-Glo ATP luminescence, 48 h; AID 686970;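 also: NT is the 2HG producing partner of a matched IDH1 knockdown line; 0% = DMSO-treated cells and -100% = media-only wells without cells; nearly all actives have a fitted effect of over 55% in size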
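Viability by CellTiter-Glo luminescence after 48 h compound exposure at 37C of HT-1080-NT cells (750/well, RPMI, 5% FBS). % activity scaled between DMSO wells and medium-only wells, then curve-fitted and categorized by curve class.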
Numbers without * were called inactive; u = inconclusive; x = no result given; [ ] = another dose, or the depositor's remark. Calls follow the shape of the dose curve; as a rule, active = well fitted curve in the direction sought with a large enough effect; inconclusive = small, poorly fitted or top-dose-only effect, or another doubt; inactive = no such curve, though single readings can be large; an effect the other way counts as inactive or inconclusive. Potency is read from the fitted curve at half-maximal effect. Random draw from the library (roughly 9.4% active in at least one column).

# | molecule | GLP-1R agonist | SW480 rereplic | HEK293 tox | KB-3-1 cytotox | GLP1R inv ag
1 | Cc1ccc(C23CC4CC(CC(C(=O)N5CCOCC5)(C4)C2)C3)cc1 | -3.3% | 1.3% | 0.3% | 6.0% | 0.0%
2 | Cc1noc(C(=O)Nc2cccc(O)c2)c1Cl | 11.2% | u | -2.8% | -8.8% | 46.0%[activator]
3 | Cc1ccc(CNC(=O)CCS(=O)(=O)c2ccc3c(c2)NC(=O)C(C)S3)cc1 (configuration not stated) | -7.9% | -9.7% | -17.8% | -15.1% | u
4 | CCc1ccc(S(=O)(=O)Nc2cc(-c3cn4ccccc4n3)ccc2C)cc1 | x | x | 1.4% | -1.6% | 12.6%
5 | CCc1ccc(OCc2nc(-c3ccccn3)no2)c(Br)c1 | -6.6% | -3.2% | 5.6% | u | u
6 | COc1ccccc1N=Nc1c(C)n[nH]c1C | 5.7% | -3.6% | -20.3% | -1.6% | -10.5%
7 | Nc1ccc(C(=O)N2CCN(S(=O)(=O)c3ccc(Cl)cc3)CC2)cc1[N+](=O)[O-] | 8.9% | -0.8% | u | -16.3% | u
8 | O=C(NC(c1cccnc1)c1ccc2c(c1)OCO2)C1CCN(CCOc2ccc(Cl)cc2Cl)CC1 (configuration not stated) | -5.6% | x | u | 0.0% | u

# | TDP43 rescue | HT1080 IDH1KD tx | KB-V1 MDR tox | HT1080NT lethal
1 | 5.3% | 3.4% | u | 4.1%
2 | -3.6% | -3.7% | -0.8% | -15.7%
3 | 4.3% | 0.1% | 7.6% | -14.7%
4 | -21.8% | x | 1.2% | x
5 | 8.7% | -5.4% | u | -18.0%
6 | 0.0% | 20.2% | -0.2% | 25.1%
7 | -11.3% | -15.5% | -19.1% | u
8 | 10.5% | 18.4µM* | 2.8% | u

Brought forward from above: 4 entries, then new ones.
# | molecule | GLP-1R agonist | SW480 rereplic | HEK293 tox | KB-3-1 cytotox | GLP1R inv ag
5 | CCc1ccc(OCc2nc(-c3ccccn3)no2)c(Br)c1 | -6.6% | -3.2% | 5.6% | u | u
6 | COc1ccccc1N=Nc1c(C)n[nH]c1C | 5.7% | -3.6% | -20.3% | -1.6% | -10.5%
7 | Nc1ccc(C(=O)N2CCN(S(=O)(=O)c3ccc(Cl)cc3)CC2)cc1[N+](=O)[O-] | 8.9% | -0.8% | u | -16.3% | u
8 | O=C(NC(c1cccnc1)c1ccc2c(c1)OCO2)C1CCN(CCOc2ccc(Cl)cc2Cl)CC1 (configuration not stated) | -5.6% | x | u | 0.0% | u
9 | Cc1cccc(N2CCN(C(=O)NCc3ccc(Cl)cc3)CC2)c1 | -7.8% | u | -27.3% | 23.1µM* | u
10 | CCOC(=O)Cn1nnc2c(sc3nc4c(c(-c5ccccc5)c32)CCC4)c1=O | 13.0% | -5.3%[9.22 µM] | 44.7% | -24.1% | -2.2%
11 | C=CCSc1nc2ccsc2c(=O)n1-c1cccnc1 | 10.2% | -0.5% | -5.7% | 2.5% | 24.3%
12 | Cc1c(C(=O)N2CCCC2)oc2ccc(Br)cc12 | 5.0% | 2.2% | -29.8% | 13.0% | -7.0%
13 | COc1ccc(NS(=O)(=O)c2cc(NC(=O)c3ccc(S(=O)(=O)N(C)C)cc3)ccc2N2CCOCC2)cc1 | 6.6% | 4.0% | -0.8% | -1.1% | 2.8%
14 | Cc1nn(C(=O)c2c(-c3ccccc3)noc2C)c(C)c1N=Nc1cc(C(F)(F)F)cc(C(F)(F)F)c1 | -3.2% | -1.2% | 6.6% | -0.5% | 5.1%
15 | Cc1ccc(S(=O)(=O)N2CCCN(c3nccc(C(F)(F)F)n3)CC2)cc1 | 17.7% | -9.0% | -2.4% | 18.5% | u
16 | CCOc1ccc(CCNC(=O)COC(=O)c2[nH]c(C)c(C(C)=O)c2C)cc1OCC | 4.5% | x | 3.2% | -13.2% | 8.3%

# | TDP43 rescue | HT1080 IDH1KD tx | KB-V1 MDR tox | HT1080NT lethal
5 | 8.7% | -5.4% | u | -18.0%
6 | 0.0% | 20.2% | -0.2% | 25.1%
7 | -11.3% | -15.5% | -19.1% | u
8 | 10.5% | 18.4µM* | 2.8% | u
9 | -11.7% | u | 8.2µM* | u
10 | -3.6% | -1.0% | -27.5% | -2.8%
11 | 27.8% | 0.0% | -19.2% | 2.8%
12 | 10.9% | 15.5% | 15.4% | 16.3%
13 | 0.1% | -4.7% | 7.7% | -8.7%
14 | -1.9% | 4.4% | 0.5% | 0.1%
15 | -6.7% | 13.2% | u | 0.0%
16 | 8.4% | u | u | -17.0%

Continuation.
# | molecule | GLP-1R agonist | SW480 rereplic | HEK293 tox | KB-3-1 cytotox | GLP1R inv ag
17 | COc1ccc(NC(=O)CSc2nc3cc(OC)c(OC)cc3c3nc(-c4ccccc4)nn23)cc1Cl | 0.2% | x | 2.2% | 13.9% | 1.1%
18 | COc1ccc2oc(C(=O)OCC(=O)NC(=O)NC(C)C)c(C)c2c1 | 3.9% | -1.7% | -2.4% | 12.7% | 4.3%
19 | CN1CCN(C(=O)N2c3ccccc3CCc3ccccc32)CC1 | 5.1% | -54.7%[inhibitor] | 1.1% | -11.8% | -27.9%
20 | CC1=C(C(=O)Nc2ccccc2C)C(c2ccc(C)o2)NC(=S)N1 (configuration not stated) | -1.2% | -1.8% | -0.9% | 11.3% | 3.5%

# | TDP43 rescue | HT1080 IDH1KD tx | KB-V1 MDR tox | HT1080NT lethal
17 | -2.0% | x | u | x
18 | 11.7% | -8.0% | 7.5% | 0.9%
19 | -3.4% | 3.9% | -9.8% | 5.2%
20 | -2.3% | 12.0% | -24.1% | 7.8%

In the list so far, these have a CF3 group:
# | molecule | GLP-1R agonist | SW480 rereplic | HEK293 tox | KB-3-1 cytotox | GLP1R inv ag
14 | Cc1nn(C(=O)c2c(-c3ccccc3)noc2C)c(C)c1N=Nc1cc(C(F)(F)F)cc(C(F)(F)F)c1 | -3.2% | -1.2% | 6.6% | -0.5% | 5.1%
15 | Cc1ccc(S(=O)(=O)N2CCCN(c3nccc(C(F)(F)F)n3)CC2)cc1 | 17.7% | -9.0% | -2.4% | 18.5% | u

# | TDP43 rescue | HT1080 IDH1KD tx | KB-V1 MDR tox | HT1080NT lethal
14 | -1.9% | 4.4% | 0.5% | 0.1%
15 | -6.7% | 13.2% | u | 0.0%
